RBX1-CUL1 inh – inhibitors of human ROC1-CUL1 ubiquitin ligase activity | in vitro K48 di-Ub FRET, acceptor:donor ratio, 45 min | inhibition, % at 10 µM | 140,000 tested, 0.6% active | AID 1347404, 2020; in the data active = inhibition above about 25%
Target sequence (P62877 whole entry, looked up): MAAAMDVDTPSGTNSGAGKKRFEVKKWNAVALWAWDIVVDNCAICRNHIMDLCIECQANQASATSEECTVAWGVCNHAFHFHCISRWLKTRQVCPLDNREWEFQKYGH
Target sequence (Q13616 whole entry, looked up): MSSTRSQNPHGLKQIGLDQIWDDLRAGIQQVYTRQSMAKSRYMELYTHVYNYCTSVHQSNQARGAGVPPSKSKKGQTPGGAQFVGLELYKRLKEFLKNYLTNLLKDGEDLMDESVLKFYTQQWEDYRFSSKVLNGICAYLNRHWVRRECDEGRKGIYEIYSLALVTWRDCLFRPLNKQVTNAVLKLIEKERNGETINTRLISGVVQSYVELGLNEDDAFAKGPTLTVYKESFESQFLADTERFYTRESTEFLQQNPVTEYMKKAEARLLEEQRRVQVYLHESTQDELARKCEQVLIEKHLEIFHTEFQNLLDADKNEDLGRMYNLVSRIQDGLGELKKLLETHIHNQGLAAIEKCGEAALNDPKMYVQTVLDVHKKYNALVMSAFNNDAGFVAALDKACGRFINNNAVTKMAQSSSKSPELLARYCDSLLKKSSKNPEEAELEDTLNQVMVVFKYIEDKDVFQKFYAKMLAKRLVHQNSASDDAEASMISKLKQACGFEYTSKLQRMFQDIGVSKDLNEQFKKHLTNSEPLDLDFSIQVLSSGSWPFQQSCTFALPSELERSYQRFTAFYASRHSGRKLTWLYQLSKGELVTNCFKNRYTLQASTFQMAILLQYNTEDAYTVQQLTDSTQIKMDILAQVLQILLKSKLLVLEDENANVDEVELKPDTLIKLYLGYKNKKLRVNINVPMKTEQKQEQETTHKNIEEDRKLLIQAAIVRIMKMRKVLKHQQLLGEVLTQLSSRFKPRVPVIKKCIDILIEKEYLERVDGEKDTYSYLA
Starred values were filed as active, the others as inactive; & = joins results of further samples.

RBX1-CUL1 inh	mol
2.8	CCOCCCNC(=O)Cc1ccc(Cl)cc1
-2.3	O=C(c1cccs1)N1CCN(c2nc3nonc3nc2N2CCCC2)CC1
0.6	CCCN1CC23C=CC(O2)C(C(=O)O)C3C1=O (stereo unspecified)
4.3	Cc1ccc(OC(=O)c2ccc(-c3ccccc3Cl)o2)cc1
6.1	COc1c(Br)cc2ccccc2c1-c1c(OC)c(CO)cc2ccccc12
2.4	COc1ccc(CCNC(=O)CCC2(Cc3ccc(SC)cc3)CCC(=O)N2)cc1OC (stereo unspecified)
-9.1	CC(C)c1ccc(/C=C/C(=O)Nc2ccc(Br)cc2F)cc1
5.6	OC(COc1ccc2oc3c(c2c1)CCCC3)CN1CCN(c2ccccc2)CC1 (stereo unspecified)
5.5	Cc1ccc(S(=O)(=O)c2nnn3c2nc(NC2CCCCC2)c2sccc23)cc1C
7.4	COc1ccc(NC(=O)Cn2c(=O)n(CCc3ccccc3)c(=O)c3ccccc32)cc1
1.8	COc1ccc2c(c1)N(C(=O)c1cccc(Cl)c1)C(C)(C)c1ssc(=S)c1-2
-2.0	CC(C)c1ccc(NC(=O)c2cc3sc(Cl)cc3n2C)cc1
10.7	CCOC(=O)c1c(C)nc2sc3c(=O)[nH]cnc3c2c1-c1ccc(OC)cc1
-0.5	CO[C@H]1[C@H](NC(=O)c2ccccn2)c2ccccc2C12CCN(C(=O)[C@@H](O)c1ccccc1)CC2
6.2	CCOC(=O)N1CCN(C(=O)c2cnn(-c3cccc(C)c3)c2-n2cccc2)CC1
1.1	CN(Cc1cnccn1)Cc1nc(-c2ccc(C(F)(F)F)cc2)no1
0.3	O=C(CSc1ccc(Br)cc1)OCC(=O)c1ccccc1
2.5	COCCNC(=O)c1sc2nc3n(c(=O)c2c1C)CCC3
6.9	CC(C)CCN(Cc1ccco1)C(=O)c1cc2c(s1)-c1ccccc1OC2
0.1	Oc1c(N=Nc2nccs2)ccc2cccnc12
-4.3	Cc1nn(S(=O)(=O)c2ccc(C(C)C)cc2)c(C)c1S(=O)(=O)N1CCCCCC1
9.3	CC(C)c1ccc(S(=O)(=O)c2nnn3c2nc(NCCc2ccccc2)c2sccc23)cc1
1.8	Cc1cccc(OCC(=O)Nc2ccc(Cl)c(-c3nc4ccccc4[nH]3)c2)c1
-2.1	O=C(O)CSc1cccnc1Cl
4.2	O=C(Nc1nnc(SCc2ccc(Cl)cc2Cl)s1)c1ccccc1F
3.6	COc1ccccc1N1CCN(C(=O)c2ccc3nc4ccccc4c(=O)n3c2)CC1
-1.1	Cc1ccccc1NC(=O)c1c(NC(=O)C(C)Oc2cccc(Cl)c2)sc2c1CCCC2 (stereo unspecified)
-1.7	CCCOc1ccc(C(=O)C2C(=O)C(=O)N(c3ccccn3)C2c2ccc(C(C)(C)C)cc2)cc1C (stereo unspecified)
19.9	CC(=O)NNC(=S)Nc1cccc(C)c1C
-9.6	CCN1CCN(C2(C(=O)NCCn3cccn3)Cc3ccccc3C2)CC1

Following part:
RBX1-CUL1 inh	mol
-4.0	Cc1cccc(C)c1NC(=O)c1c(C)oc2c1C1=NCCN1C=N2
0.2	CCCCCn1cc2c(c1-c1ccc(Br)cc1)c(=O)n(C)c(=O)n2C
14.2	CC(C)(C)C(=O)N1CCN(Cc2ccc(Cl)c(Cl)c2)CC1
-7.7	O=C(c1cc(COc2cccc(C(F)(F)F)c2)[nH]n1)N1CCCC(CO)C1 (stereo unspecified)
-0.1	COc1ccc(S(=O)(=O)N2CCCCC2)cc1C(=O)N(C)c1ccccc1
0.5	CC(CNC(=O)Cn1nnnc1CN1CCCCCC1)Oc1cccnc1 (stereo unspecified)
6.3	NC(=O)C1CCN(S(=O)(=O)Cc2ccccc2Cl)CC1
-13.9	O=C(CSc1nc2c(oc3ccccc32)c(=O)n1Cc1ccco1)Nc1ccccc1Cl
7.7	Cc1ncsc1CCC(=O)N1CCOc2ccc(CN3CCC(Oc4cccnc4)CC3)cc2C1
-6.1	CCOC(=O)C1=C(C)N=c2s/c(=C/c3ccccc3O)c(=O)n2C1c1ccc2c(c1)OCO2 (stereo unspecified)
-1.0	COc1ccccc1N1CCN(C(=O)/C=C/c2ccc(C)o2)CC1
2.2	COc1ccc(-n2nnc(C(=O)N(C)C3CCS(=O)(=O)C3)c2C)cc1 (stereo unspecified)
-0.9	Cc1cc(NC(=O)CC(C)C)cc(-c2nc3ncccc3o2)c1O
2.4	COc1ccc(C(=O)Nc2nnc(S(=O)(=O)N3CCCCCC3)s2)cc1OC
1.7	C=CCOc1ccc(C2C(C(=O)c3cccs3)C(=O)C(=O)N2CCN(C)C)cc1OC (stereo unspecified)
-0.9	COCCN1CCCC2(CCN(Cc3ccc(F)c(F)c3)C2)C1 (stereo unspecified)
-2.1	COc1ccc(CC(=O)Nc2ccc(/C(C)=N\NC(=O)c3ccc(Br)o3)cc2)cc1
8.9	CCOc1cc(/C=N/NC(=O)Cc2csc(Nc3cccc(C(F)(F)F)c3)n2)cc(Cl)c1O
6.7	CCOc1ccc(/C=c2\oc3cccc4c(OC)ccc(c2=O)c34)cc1OC
-5.9	COc1ccc(OCC(=O)NCC(c2ccc(Cl)cc2)N2CCCCC2)cc1 (stereo unspecified)
-6.8	CC(=O)Oc1ccc(C2Nc3ccccc3S(=O)(=O)N2Cc2ccccc2)cc1 (stereo unspecified)
-1.9	O=C(NCc1cccnc1Oc1ccccc1F)c1ccccn1
12.1	COc1ccc(OC)c(-c2cc(Cl)c3c(c2)CC(CNC(=O)Cc2csc(C)n2)O3)c1 (stereo unspecified)
-14.4	CCOC(=O)C1C(c2ccc(Cl)cc2)NC(=O)NC1(O)C(F)(F)F (stereo unspecified)
15.7	COCCN(CCOC)c1ccc(-c2nc(-c3ccccc3C)no2)cn1
9.3	COc1ccc(NC(=O)N2CCC(C(N)=O)(N3CCCCC3)CC2)c(OC)c1
-9.3	CCOC(=O)NNC(=Nc1ccccc1)Nc1ccccc1
-7.1	Cc1cccc(CNS(=O)(=O)c2ccc(-c3coc(C)n3)cc2)c1
5.7	CCc1ccc2nc(N(CCN(CC)CC)C(=O)c3ccco3)sc2c1
-6.0	CC(C)(C)NC(=O)Cc1cccs1

An excerpt of these results, as comma-separated lines:
structure,RBX1-CUL1 inh
O=C(CSc1ccc(Br)cc1)OCC(=O)c1ccccc1,0.3
O=C(NCc1cccnc1Oc1ccccc1F)c1ccccn1,-1.9

(next part)
RBX1-CUL1 inh	mol
-2.6	CC(=O)Nc1ccc(SCC(O)(Cn2cncn2)c2ccc(F)cc2F)cc1 (stereo unspecified)
-2.0	COc1ccc(Cl)cc1NC(=O)CSc1nc(-c2ccco2)cc(C(F)(F)F)n1
3.1	O=C(NCc1ccc(Cl)cc1)C(=O)NN=C1CCCCCCCCCCC1
-5.1	CC(C)Oc1ccc(CNC(=O)C2CCCCN2S(=O)(=O)c2ccc(F)cc2)cc1 (stereo unspecified)
0.1	COc1ccccc1CNC(=O)CN1C(=O)CCc2cc(S(=O)(=O)N3CCCCC3)ccc21
-4.0	CC1=NN(c2ccc(C34CC5CC(CC(C5)C3)C4)cc2)C(=O)C1C=Nn1cnnc1 (stereo unspecified)
5.3	Cc1cc2nc(SCC(=O)NC3CC3)[nH]c2cc1C
5.9	COC(=O)C1C(C)=NC2=C(C(=O)CC(C)(C)C2)C1c1ccc(OCc2ccc(Cl)cc2)cc1 (stereo unspecified)
-14.6	Fc1ccc2c(c1)-c1nc(-c3ccccc3)cc(-c3ccccc3)c1CO2
-9.2	CCOC(=O)c1ccccc1NC(=O)c1ccc(CN2CCc3ccccc3C2)cc1
-10.1	CCc1ccc(-n2c(=O)c3c4c(sc3n(CC(=O)N3CCC(C)CC3)c2=O)CCC4)cc1
0.9	Ic1ccsc1/C=C\c1sccc1I
-1.0	Cc1cc(C)cc(NC(=O)CC2NC3CCCCC3NC2=O)c1 (stereo unspecified)
-4.2	C[C@@H]1CN(Cc2ccc3c(c2)CN(C(=O)CN2CCC(c4ccccc4)CC2)CCO3)C[C@H](C)O1
-3.3	O=C([O-])Cc1c(O)on[n+]1Cc1ccccc1
9.8	C=CCN1C(=O)C2Cc3c([nH]c4ccccc34)C(C)N2C1=S (stereo unspecified)
3.4	COc1ccc2c(c1)CCc1cnc(-n3ncc(C(=O)N4CCN(c5ccccc5)CC4)c3C)nc1-2
-1.1	O=c1c2ccccc2n(Cc2cccc(F)c2)c(=O)n1Cc1ccccc1Cl
-10.7	CC(C)Oc1cccc(C(=O)NC(C)C2CCCO2)c1 (stereo unspecified)
17.9	C=CCOc1cccc(/C=N/NC(=O)C(C)N(c2ccccc2)S(C)(=O)=O)c1 (stereo unspecified)
1.8	Cc1ccsc1-c1nc(CN(CCO)CCO)c(C)o1
7.1	COc1cc(C)c(S(=O)(=O)N2CCN(C)CC2)cc1C(C)C
1.2	CC(O)Cn1c(-c2ccc(Cl)cc2)n[nH]c1=S (stereo unspecified)
-5.9	Cc1cccc(-c2nnc(C3CCN(S(=O)(=O)c4cccc(Cl)c4)CC3)o2)c1
-2.5	S=C1NCCNC(=S)NCCOCCOCCN1
5.6	O=C(O)c1cccc(Sc2ccc(Cl)cc2)c1
-8.0	CCc1[nH]nc2c1C(c1cccc(F)c1)C(C#N)C(=N)O2 (stereo unspecified)
3.5	Cc1ccc(CSc2nncn3c2cc2sccc23)cc1
-12.8	COc1ccc(OC)c(CCNc2ncnc3onc(C)c23)c1
0.0	O=C(COc1ccccc1F)N1CCN(c2ncccn2)CC1

Other records:
RBX1-CUL1 inh	mol
6.6	Cc1ccccc1-c1noc(-c2ccc(N3CCCCC3)c([N+](=O)[O-])c2)n1
5.8	Cc1ccc(NC(=O)Nc2nnc(N(C)Cc3ccccc3)s2)c(C)c1
5.4	N#CC1C(=N)C(C#N)(C#N)[C@H](c2cc(Br)ccc2F)[C@H]2CN(Cc3ccccc3)CC=C12 (stereo partly specified)
2.7	CCc1ccccc1N(CC(=O)Nc1ccccc1C(=O)OC)S(C)(=O)=O
4.7	CC1=C(C(=O)Nc2ccccc2)C(c2cccs2)n2c(s/c(=C\c3ccc(-c4cccc(Cl)c4)o3)c2=O)=N1 (stereo unspecified)
-31.4&9.8	Oc1ccc(NCc2ccccc2OCc2ccccc2Cl)cc1
8.2	O=C(NCc1ccccn1)c1cc(-c2ccccc2Cl)on1
2.4	CN1CCC(N2CCC(CN(Cc3ccncc3)C(=O)C3CCCC3)CC2)CC1
8.1	O=C1/C(=C/c2ccsc2)N2CCC1CC2
1.8	CN(C)c1ccc(-c2nc3cc(N=Cc4cc(Cl)cc([N+](=O)[O-])c4O)ccc3o2)cc1
-0.6	COc1ccc(Cn2c(CNS(=O)(=O)c3ccc4c(c3)CCCC4)nc3cccnc32)cc1
-10.1	CCOc1ccccc1C(=O)Oc1c(S(=O)(=O)c2ccc(C)cc2)c(C)nn1-c1ccccc1
-2.4	Cc1nc(C)c(C(=O)Nc2cccc(C(F)(F)F)c2)s1
1.0	O=C(CC1C(=O)N(c2ccc(F)cc2)C(=O)N1Cc1cccnc1)Nc1ccc(F)cc1 (stereo unspecified)
25.5*	O=C(CN1C(=O)S/C(=C\c2cc(Cl)cc(Br)c2O)C1=O)Nc1ccccc1F
-12.0	O=C(c1cn(Cc2c(F)cccc2F)nn1)N1CCN2CCCC2C1 (stereo unspecified)
-3.3	O=C1C(Cc2c[nH]c3ccccc23)NC(=S)N1c1ccc(F)cc1 (stereo unspecified)
7.5	Nc1nnc(SCC(=O)Nc2ccc(Br)cc2)n1-c1ccccc1
0.9	CCC1CCCCN1S(=O)(=O)c1cc(C)c(Cl)cc1Cl (stereo unspecified)
-0.1	COC(=O)c1c(-c2ccc(C(C)(C)C)cc2)csc1NC(=O)c1ccco1
-12.1	COc1cccc(-c2noc(-c3cc4ccccc4oc3=O)n2)c1
5.5	CC(=O)c1ccc(C(=O)NC2CC2)cc1
6.1	CCCN1CCN(C(=O)Nc2ccc(F)cc2)CC1
-3.2	CC(=O)C1=NN(c2cccc(Cl)c2)C2(S1)c1ccccc1C(c1ccccc1)=NN2c1ccccc1 (stereo unspecified)
-9.6	COc1ccc(NC(=O)Cn2c(SCc3c(F)cccc3Cl)nc3ccncc32)cc1OC
-1.4	C#CCOc1c(I)cc(I)cc1/C=N/Nc1nc(Nc2ccc(F)cc2)nc(N2CCOCC2)n1
8.4	CC1(C)CC(=O)c2cc(O)c(O)cc2O1
3.2	Clc1ccc(OCCSc2nc3ccccc3[nH]2)cc1
3.3	O=C(COC(=O)c1ccc2c(c1)C(=O)N(c1cccc(O)c1)C2=O)c1ccccc1
-6.1	CCOC(=O)c1nn(-c2ccc(Br)cc2)c(=O)c2c(N)c(C#N)c(-c3ccccc3)cc12

The closing 3 records of the part before are carried over, then new ones follow.
RBX1-CUL1 inh	mol
3.2	Clc1ccc(OCCSc2nc3ccccc3[nH]2)cc1
3.3	O=C(COC(=O)c1ccc2c(c1)C(=O)N(c1cccc(O)c1)C2=O)c1ccccc1
-6.1	CCOC(=O)c1nn(-c2ccc(Br)cc2)c(=O)c2c(N)c(C#N)c(-c3ccccc3)cc12
-2.1	COc1ccc(OC)c(CNC(=O)Cc2ccc(NC(=O)N3CCSc4ncccc43)cc2)c1
-5.9	COc1ccc(NC(=O)c2c(-c3ccc(C)cc3)nnc3ccccc23)c(OC)c1
-1.3	CCCCCSc1nc2c(=O)[nH][nH]c(=O)c2n1Cc1ccccc1
1.3	COc1ccc(S(=O)(=O)N(C(C)=O)c2ccc3oc(C)c(C(C)=O)c3c2)cc1
-9.1	Cc1ccc2[nH]c(=O)c3cc(C(=O)NCCc4ccc(Cl)cc4)sc3c2c1
-6.0	COc1ccccc1C(=O)NC(Nc1ccc(Br)cc1)C(Cl)(Cl)Cl (stereo unspecified)
3.1	O=C(c1cn(Cc2ccc(F)cc2Cl)nn1)N1CCCCC1CCN1CCOCC1 (stereo unspecified)
2.1	O=C(O)C1C=Nc2ccc(I)cc2C1=O (stereo unspecified)

Laid out differently: entries from further up
Compound	RBX1-CUL1 inh
COc1ccc(OC)c(CNC(=O)Cc2ccc(NC(=O)N3CCSc4ncccc43)cc2)c1	-2.1
COc1ccc(NC(=O)c2c(-c3ccc(C)cc3)nnc3ccccc23)c(OC)c1	-5.9
CCCCCSc1nc2c(=O)[nH][nH]c(=O)c2n1Cc1ccccc1	-1.3
COc1ccc(S(=O)(=O)N(C(C)=O)c2ccc3oc(C)c(C(C)=O)c3c2)cc1	1.3
Cc1ccc2[nH]c(=O)c3cc(C(=O)NCCc4ccc(Cl)cc4)sc3c2c1	-9.1
COc1ccccc1C(=O)NC(Nc1ccc(Br)cc1)C(Cl)(Cl)Cl (stereo unspecified)	-6.0

High-throughput results (PubChem BioAssay)

Only part of the results is shown; the hit share may differ from the screen's.
